Compound activity from PubChem BioAssay.
PAX8 inh HTS = inhibitors of PAX8 transcriptional activity in RMG-I cells. RMG-I TPO-luciferase reporter, SteadyGlo, 24 h. inhibition, % at 12.6 µM. AID 652154. actives 1.2% (n = 360,000);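 active means mean replicate inhibition at least 60% with every replicate also reaching 60%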;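 further: luciferase light reporting Pax8 driven TPO promoter activity; plate controls were median of neutral control wells for no effect and mitoxantrone controls for full effect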
DENV2 CPE rescue = inhibitors of DENV2 cytopathic effect | CPE inhibition, % at 9.99 µM | AID 651640 | DENV2-infected cells, cytopathic effect rescue, plate reader | actives 1.7% (n = 350,000); in the data active means CPE inhibition above about 20%, passing the limit was not always enough; tested in BHK-21 cells;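 further: 0% = median of neutral control wells and 100% = median of positive control wells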
EWS-Fli block = blocks EWS/Fli oncoprotein-driven transcription; A673 NR0B1-luciferase reporter, viability-normalised; actives 0.67% (n = 350,000); inhibition, % at 12.6 µM;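 active means mean inhibition of at least 50% after viability correction, with every replicate also passing that limit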;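 further: firefly luciferase signal divided by Alamar Blue viability fluorescence both relative to DMSO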
GSIS activator = GLuc luminescence reporter in INS-1E cells, primary screen for activators of glucose-dependent secretion of insulin; AID 743287; actives 0.61% (n = 370,000); INS-1E GLuc reporter insulin secretion, 2-3 h; activation, % at 16.6 µM;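 active means lowest replicate activation of at least 40%, so every replicate reaches that level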;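 further: 0% = median of neutral control wells and 100% = median of IBMX positive control wells; some compounds called inactive have numbers as strong as hits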
FN deposition inh = fibronectin deposition inhibition; actives 0.086% (n = 350,000); inhibition, % at 12.6 µM; AID 743247; AH1F fibroblasts, Alexa488-fibronectin deposition fluorescence, overnight;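 active means mean inhibition across replicates of 30% or more, regardless of how many single replicates reach that level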;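 further: positive control wells lacked labelled fibronectin entirely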
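Material – AH1F fibroblast monolayer, labelled fibronectin deposition · Reagent – labelled fibronectin 24 nM · Timing – 1 h adhesion, overnight exposure · Measured by – fluorescence at 485 nm excitation, 525 nm emission · Read-out – inhibition of fibronectin deposition signal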
F508del corr = correctors of CFTR F508del function in bronchial epithelial cells | actives 0.36% (n = 350,000) | CFBE cells, YFP halide quenching; stimulated with forskolin plus potentiator P3; % fluorescence drop versus neutral controls | activity (quench increase), % at 7.58 µM;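 active means mean added fluorescence quench of at least 8% versus neutral control, with both replicates also reaching 8%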;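 further: cells transiently co-express mutant CFTR-F508del with the halide-sensitive YFP; corrector assay measuring rescue of mutant channel to the surface after 24 h compound exposure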
miR-122 sensor = inhibitors of miR-122 in Huh7 cells; Huh7 miR-122 Renilla luciferase sensor, 48 h; neutral wells = 0, positive control = 100; activation (reporter increase), % at 12.5 µM; actives 0.3% (n = 340,000); AID 602342;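 active means mean replicate activation score at least 90 and every replicate individually at or above 90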;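 further: higher luciferase means less miR-122 activity so hits act as miR-122 inhibitors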
Starred values were filed as active, the others as inactive; . = not tested or not shown; [ ] = another dose, or the depositor's remark. An unsorted share of the library. About 3.9% of those tested had a hit in this group.

SMILES	PAX8 inh HTS	DENV2 CPE rescue	EWS-Fli block	GSIS activator	FN deposition inh	F508del corr	miR-122 sensor
O=C(N[C@@H]1CC[C@H](CC(=O)N2CCc3ccccc3C2)O[C@H]1CO)C1CCOCC1	9	-6	-25	4	-4	-1.1	9[16.7 µM]
COCCn1c(C)cc(C(=O)COC(=O)CCN2C(=O)c3ccccc3C2=O)c1C	1	.	.	.	5	.	0
CN(C)C(=O)[C@H]1[C@H](CO)[C@H]2Cn3c(ccc(-c4ccccc4F)c3=O)[C@@H]1N2C(=O)c1cccnc1	2	-3	-2	5	.	-0.8	3[16.7 µM]
Cc1noc(C)c1NC(=O)N(C)C[C@@H]1Oc2c(NC(=O)Nc3ccc(C(F)(F)F)cc3)cccc2C(=O)N([C@@H](C)CO)C[C@H]1C	.	7	10	.	.	3.8	1[16.7 µM]
O=C1CCCC2=C1C(c1cccs1)n1nc(SCc3ccc(C(=O)O)cc3)nc1N2 (centres undefined)	-9	-5	8	3	-8	-2.0	.
C[C@@H]1CN([C@H](C)CO)C(=O)Cc2cc(NC(=O)c3ccncc3)ccc2O[C@@H]1CN(C)Cc1ccc(C(=O)O)cc1	-6	16	-4	25	.	-0.8	-5[16.7 µM]
O=C(CSc1nnc(-c2ccncc2)n1Cc1ccco1)Nc1nc(-c2ccccc2)cs1	8	.	.	.	-8	.	1
C[C@@H]1CCCCO[C@H](CN(C)C(=O)CCCN(C)C)[C@@H](C)CN([C@H](C)CO)C(=O)c2cc(NS(C)(=O)=O)ccc2O1	-14	13	-7	5	.	-0.5	-6[16.7 µM]
CNS(=O)(=O)c1cccc(C(=O)OCC(=O)Nc2nc(OC)cc(OC)n2)c1	2	12	7	31	11	4.2	.
C[C@@H]1CN([C@H](C)CO)C(=O)Cc2cc(NS(=O)(=O)c3ccccc3)ccc2O[C@@H]1CN(C)Cc1ccc(C(=O)Nc2ccccc2N)cc1	-4	4	36	8	.	2.5	-2[16.7 µM]
CCC(c1nnnn1-c1c(C)cccc1C)N1CCN(CCN2CCOCC2)CC1 (centres undefined)	-17	17	-6	26	0	3.7	.
C=CCn1c(-c2sc3nc(C)cc(C)c3c2N)n[nH]c1=S	2	-5	5	.	3	2.2	-1
CCC(=O)N(CCC(Cc1ccccc1)c1ccc2c(c1)OCO2)Cc1ccccc1F (centres undefined)	12	.	.	.	-11	.	0
Cc1ccc(C)n1-c1nnc(N2CCC(C(=O)NCCCN3CC(C)CC(C)C3)CC2)s1 (centres undefined)	-2	2	1	5	-4	3.2	-3
CC(=O)N(C)C[C@@H]1Oc2cc(C#Cc3ccncc3)ccc2S(=O)(=O)N([C@@H](C)CO)C[C@H]1C	.	11	-14	-4	-5	-6.0	-7[16.7 µM]

Overlap with the part before: three compounds; new compounds follow.
SMILES	PAX8 inh HTS	DENV2 CPE rescue	EWS-Fli block	GSIS activator	FN deposition inh	F508del corr	miR-122 sensor
CCC(=O)N(CCC(Cc1ccccc1)c1ccc2c(c1)OCO2)Cc1ccccc1F (centres undefined)	12	.	.	.	-11	.	0
Cc1ccc(C)n1-c1nnc(N2CCC(C(=O)NCCCN3CC(C)CC(C)C3)CC2)s1 (centres undefined)	-2	2	1	5	-4	3.2	-3
CC(=O)N(C)C[C@@H]1Oc2cc(C#Cc3ccncc3)ccc2S(=O)(=O)N([C@@H](C)CO)C[C@H]1C	.	11	-14	-4	-5	-6.0	-7[16.7 µM]
COc1ccc(C)cc1NC(=O)C(=O)N/N=C(\C)CC(=O)Nc1cccnc1	-16	.	.	-2	2	.	.
CN1CCN(c2ccc(S(=O)(=O)N3CCCCC3)cc2NC(=O)COc2ccc(F)cc2)CC1	14	3	13	-18	5	-0.7	.
COc1ccc(-c2nn(C)c(=O)c3ccccc23)cc1CNC(=O)C1CCCCC1	12	6	22	2	0	0.6	10
Cc1ccc(S(=O)(=O)NCc2nc3nc(C)cc(C)n3n2)c(C)c1	-2	-8	10	4	-1	-0.4	.
Cn1c(O)c(N=NC(=S)Nc2ccccc2F)c2cc(S(=O)(=O)N3CCOCC3)ccc21	53	6	27	-10	8	-0.1	-7
Cc1ccccc1NC(=O)Cc1nc(COC(=O)c2nccnc2N)cs1	-3	-14	1	.	-3	-2.2	-5
CC(C)C[C@@]12C(=O)N(c3cccc(Cl)c3)C(=O)N1[C@H](c1ccc(F)cc1)[C@@H]1C(=O)N(C3CCCCC3)C(=O)[C@@H]12	7	-8	8	-1	-7	0.3	.
COc1ccccc1NC(=O)N1C[C@@H]2[C@H](c3ccccc31)[C@@H](CO)N2CC1CCOCC1	5	13	1	12	-9	-1.1	-12[16.7 µM]
CCCNC(=O)c1cc(C2CCCCN2C(=O)c2ccccc2)on1 (centres undefined)	4	-3	1	7	10	0.6	0
CSc1cccc(NC(=O)Nc2nc3c(C)cccc3s2)c1	-23	8	-36	-2	7	2.6	-2
C[C@@H]1CN([C@H](C)CO)C(=O)c2cc(C#Cc3ccccc3)cnc2O[C@@H]1CN(C)CC1CCOCC1	.	-3	1	5	.	0.6	0[16.7 µM]
COc1ccc(-n2nc(C(C)=O)c(=O)[nH]c2=O)cc1	-9	15	-7	-21	-6	0.0	0
CS(=O)(=O)N1[C@@H]2c3cccc(=O)n3C[C@H]1[C@H](CO)[C@H]2C(=O)NCc1ccc(F)cc1	2	5	-4	3	-1	-1.4	-5[16.7 µM]
O=[N+]([O-])c1ccccc1NCc1c(O)ccc2ccccc12	16	4	2	8	5	-1.5	.
CC12CCC(=O)N1C(C(=O)Nc1cc(S(=O)(=O)N3CCCCCC3)ccc1OCC(F)(F)F)CS2 (centres undefined)	3	-11	10	-29	.	3.5	.

Sorted by the number under miR-122 sensor (rising): some entries from above
SMILES	DENV2 CPE rescue	GSIS activator	F508del corr	miR-122 sensor
Cc1ccccc1NC(=O)Cc1nc(COC(=O)c2nccnc2N)cs1	-14	.	-2.2	-5
CSc1cccc(NC(=O)Nc2nc3c(C)cccc3s2)c1	8	-2	2.6	-2
COc1ccc(-n2nc(C(C)=O)c(=O)[nH]c2=O)cc1	15	-21	0.0	0

Additional structures:
SMILES	PAX8 inh HTS	DENV2 CPE rescue	EWS-Fli block	GSIS activator	FN deposition inh	F508del corr	miR-122 sensor
COc1ccc(S(=O)(=O)Nc2ccc3c(c2)C(=O)N([C@@H](C)CO)C[C@@H](C)[C@H](CN(C)S(=O)(=O)c2cn(C)cn2)O3)cc1	-1	1	11	0	.	-3.1	29[16.7 µM]
C[C@@H]1CN([C@H](C)CO)C(=O)c2cccc(NC(=O)Nc3ccc4c(c3)OCO4)c2O[C@H]1CN(C)S(=O)(=O)c1cccs1	.	-6	-20	-3	.	-1.3	-3[16.7 µM]
CSCCC1NC(=O)N(CC(=O)N2CCc3ccccc3C2)C1=O (centres undefined)	-5	0	3	18	-2	-0.7	-5
COc1cc(CNCCc2ccc(S(N)(=O)=O)cc2)ccc1OCC(=O)NC(C)(C)C	-2	.	.	24	0	.	1
Cc1ccc(C=Nc2ccccc2C#N)s1	4	.	.	18	2	.	4
CN1Cc2c(N3CCOCC3)nc(SCCC#N)c(C#N)c2CC1(C)C	-1	8	1	12	-19	-1.7	.
CC(C)(C)NCC(O)COc1ccccc1C1CCCC1 (centres undefined)	12	-3	9	-7	-2	.	-6
COc1ccc(N2C3=C(C(=O)CC(C)(C)C3)C(c3cnn(C)c3)C3=C2CC(C)(C)CC3=O)cc1	-4	-4	5	3	-7	-1.9	-1
CCOc1ccc(CC(=O)OCN2C(=O)c3ccccc3C2=O)cc1	-6	.	.	.	2	.	5
CN(C)CCCNC(=O)C[C@@H]1CC[C@@H]2[C@H](COc3ccc(NC(=O)NC4CCCC4)cc3C(=O)N2C)O1	-56	-4	-34	0	-9	-0.3	-8[16.7 µM]
CCOC(=O)C1CCCN(C(=O)c2cc(S(=O)(=O)N3CCCCC3)ccc2C)C1 (centres undefined)	6	-2	-6	-2	11	2.2	17
CC(C)(C)NC(=O)C(c1cccs1)N(C(=O)c1csnn1)c1ccccc1F (centres undefined)	20	3	6	1	11	-0.1	.
CN1C(=O)c2cc(NC(=O)c3cnccn3)ccc2OC[C@H]2O[C@@H](CC(=O)N[C@@H]3CCN(Cc4ccccc4)C3)CC[C@@H]21	3	-9	-10	5	-2	-2.0	.
Cc1noc(C)c1NC(=O)N(C)C[C@H]1Oc2ccc(NC(=O)Nc3ccc(F)cc3)cc2C(=O)N([C@H](C)CO)C[C@@H]1C	.	-10	-6	17	.	-0.1	-1[16.7 µM]
COC(=O)[C@@]1(C(C)C)N=C(c2cc(OC)c(OC)c(OC)c2)[C@]2(O1)C(=O)Nc1ccccc12	5	-16	-3	-5	-1	1.0	.
Cc1nnc(Oc2ccc([N+](=O)[O-])cc2)c2ccccc12	-115	0	-73	-5	7	-3.2	-10
COc1ccc(S(=O)(=O)N2CCOCC2)cc1NC(=O)CN1CCCC1	-12	16	-1	0	6	-0.4	.
Cc1c(NC(NC(=O)CC(C)C)C(Cl)(Cl)Cl)c(=O)n(-c2ccccc2)n1C (centres undefined)	3	-2	-25	-10	2	1.0	.
S=C(NCc1ccco1)Nc1ccc(Cl)cc1Cl	-72	7	-12	-2	2	.	.
CC1=C2C3OC(=O)C(C)C3CCC2(C)C=C(Cl)C1=O (centres undefined)	3	10	-3	3	6	1.7	5
C=CCn1c(=O)c(C(C)=O)cn(N(C)c2ncc(C(F)(F)F)cc2Cl)c1=O	-4	.	-2	-1	1	-2.2	.
Cc1nn(-c2ccccn2)c2c1-c1nc(N)ncc1CC2	-179	.	.	.	-2	.	-6
COc1cccc(CC(NC(C)=O)C(=O)NC2CCN(c3ncccc3[N+](=O)[O-])CC2)c1 (centres undefined)	-4	16	-3	9	2	0.9	.
CCC(=O)N1C[C@H]2[C@@H](c3ccccc31)[C@@H](CO)N2C(=O)Nc1ccccc1F	5	3	-1	3	.	-1.2	25[16.7 µM]
COc1ccccc1C(=O)NNC(=S)Nc1ccccc1	-34	-5	0	13	-10	-0.6	4
COc1cccc(N(C(=O)Cn2nnc(-c3ccc(C)o3)n2)C(C(=O)NC2CCCC2)c2ccncc2)c1 (centres undefined)	7	1	9	5	-1	1.3	.
CCC(=O)N(C)C[C@H]1Oc2cc(-c3cccc(F)c3)ccc2S(=O)(=O)N([C@@H](C)CO)C[C@@H]1C	.	-6	4	-21	.	1.0	12[16.7 µM]
COc1ccc(/C(N)=N/OC(=O)CCc2ccccc2)cc1	-1	2	-8	0	-28	-1.0	.
CC(C)(C)c1cc(Br)c(O)c(N=Nc2ccc(S(=O)(=O)N3CCOCC3)cc2)c1	1	.	0	6	.	4.5	.
O=C(/C=C/[C@H]1O[C@@H](n2cnc3c(NC(=O)c4ccccc4)ncnc32)[C@H](O)[C@@H]1O)NCc1ccc2c(c1)OCO2	2	0	2	-8	2	0.4	-1
Cc1c(C)c2ccc(OCC(=O)Nc3ccc(CN4CCOCC4)cc3)cc2oc1=O	-9	-4	-4	2	-7	1.0	-2
COc1cccc2cc(C(=O)N3CCCc4ccccc43)oc12	-9	3	.	14	.	-1.6	-5
Cc1ccc(OCCC(=O)Nc2ccc3c(c2)OCO3)cc1	-7	-3	-12	-4	12	-1.2	-4

Full records, quoted from the list. Values in the order: PAX8 inh HTS | DENV2 CPE rescue | EWS-Fli block | GSIS activator | FN deposition inh | F508del corr | miR-122 sensor
Record of CCOc1ccc(CC(=O)OCN2C(=O)c3ccccc3C2=O)cc1 : -6 | . | . | . | 2 | . | 5
Record of CC(C)(C)NCC(O)COc1ccccc1C1CCCC1 (centres undefined) : 12 | -3 | 9 | -7 | -2 | . | -6
Record of CS(=O)(=O)N1[C@@H]2c3cccc(=O)n3C[C@H]1[C@H](CO)[C@H]2C(=O)NCc1ccc(F)cc1 : 2 | 5 | -4 | 3 | -1 | -1.4 | -5[16.7 µM]
Record of CC1=C2C3OC(=O)C(C)C3CCC2(C)C=C(Cl)C1=O (centres undefined) : 3 | 10 | -3 | 3 | 6 | 1.7 | 5
Record of COC(=O)[C@@]1(C(C)C)N=C(c2cc(OC)c(OC)c(OC)c2)[C@]2(O1)C(=O)Nc1ccccc12 : 5 | -16 | -3 | -5 | -1 | 1.0 | .
